High-throughput results as filed in PubChem.
Menin MLL FP TR = qHTS Assay for Inhibitors Targeting the Menin-MLL Interaction in MLL Related Leukemias: Competition With Texas Red Labeled MLL-derived Mutant Peptide. O00255. actives 0.23% (n = 270,000). AID 1768, 2009. Menin + Texas Red MLL mutant peptide, fluorescence polarization. Potency, µM (highest dose often 61.6 µM), without a hit: top-dose FP activity change, negative = inhibition, most hits filed as inhibitors; active means well fitted inhibition curve with a large enough effect in the polarisation, with a control signal flat, not every such curve was filed as active; inconclusive means small, poorly fitted or top-dose-only effect, or effect the other way, or a change in a side signal; inactive means no such curve, though single readings can be large or run the other way; the % refers to the polarisation; further: potency means the concentration at half of the fitted maximal effect; % of control where 0% means no effect; many of its hits are not listed in these tables
Target sequence (O00255 whole entry, looked up): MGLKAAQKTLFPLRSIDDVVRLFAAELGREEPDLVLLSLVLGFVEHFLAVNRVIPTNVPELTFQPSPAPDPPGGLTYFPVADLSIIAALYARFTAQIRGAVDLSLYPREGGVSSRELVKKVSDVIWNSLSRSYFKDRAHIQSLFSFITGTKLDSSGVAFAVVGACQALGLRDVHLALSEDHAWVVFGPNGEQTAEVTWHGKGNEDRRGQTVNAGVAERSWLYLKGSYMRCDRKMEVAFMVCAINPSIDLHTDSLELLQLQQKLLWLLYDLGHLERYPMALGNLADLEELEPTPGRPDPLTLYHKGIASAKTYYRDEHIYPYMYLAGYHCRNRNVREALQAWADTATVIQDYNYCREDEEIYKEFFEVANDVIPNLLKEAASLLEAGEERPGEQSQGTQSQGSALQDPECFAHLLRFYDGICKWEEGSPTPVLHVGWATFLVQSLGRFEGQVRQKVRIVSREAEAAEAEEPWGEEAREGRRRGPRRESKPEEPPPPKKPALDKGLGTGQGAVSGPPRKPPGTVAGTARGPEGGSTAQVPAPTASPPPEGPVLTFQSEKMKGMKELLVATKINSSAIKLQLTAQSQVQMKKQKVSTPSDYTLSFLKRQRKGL
TSG101-PTAP inh = qHTS Assay for Iinhibitors of HIV-1 Budding by Blocking the Interaction of PTAP/TSG101. Tumor susceptibility gene 101 protein (Homo sapiens), Q99816. Fluorescence polarization, FITC-PTAP peptide / Tsg101 binding. Potency, µM (doses to about 115 µM), for inactives: at the top dose activity change, negative = inhibition, usual class: inhibitors. 340,000 tested, under 10 active; active means well fitted inhibition curve with a large enough effect in the main read-out, with a control signal flat, not every such curve was filed as active; inconclusive means small, poorly fitted or top-dose-only effect, or effect the other way, or a change in a side signal; inactive means no such curve, though single readings can be large or run the other way; further: potency means the concentration at half of the fitted maximal effect; % of control where 0% means no effect
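Tsg101 binding domain (10 uM final) was mixed with compound and a FITC-labeled PTAP peptide (50 nM final) in HEPES pH 7.5 buffer with NaCl, Tween 20, EDTA and TCEP; fluorescence polarization was read after 20 min at r.t.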
PKM2 act = qHTS Assay for Activators of Human Muscle isoform 2 Pyruvate Kinase. Pyruvate kinase PKM (Homo sapiens), P14618. actives 0.34% (n = 260,000). Potency, µM (highest dose often 57.5 µM), for inactives: at the top dose activation, most hits filed as activators. purified PKM2, Kinase-Glo ATP luminescence, activation; response scale: 0% is enzyme alone, no compound; further: potency means the concentration at half of the fitted maximal effect; on the % scale 0 is the no-effect control and ±100 the full control effect; nearly all actives have a fitted effect of over 55% in size
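Purified hPK-M2 (>95% pure) converted ADP (0.1 mM final) to ATP with 0.5 mM PEP in 50 mM imidazole pH7.2, KCl, MgCl2, Tween 20, BSA; 1 h at room temperature. ATP detected by Kinase-Glo luminescence.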
GALK inhibitor = qHTS Assay for Inhibitors of Human Galactokinase (GALK) | P51570 | Purified GALK, Kinase-Glo residual ATP luminescence | Potency, µM (highest dose often 57.5 µM), without a hit: top-dose activity change, negative = inhibition, most hits filed as inhibitors | actives 0.007% (n = 270,000); further: potency means the concentration at half of the fitted maximal effect; on the % scale 0 is the no-effect control and ±100 the full control effect
Target sequence (P51570 whole entry, looked up): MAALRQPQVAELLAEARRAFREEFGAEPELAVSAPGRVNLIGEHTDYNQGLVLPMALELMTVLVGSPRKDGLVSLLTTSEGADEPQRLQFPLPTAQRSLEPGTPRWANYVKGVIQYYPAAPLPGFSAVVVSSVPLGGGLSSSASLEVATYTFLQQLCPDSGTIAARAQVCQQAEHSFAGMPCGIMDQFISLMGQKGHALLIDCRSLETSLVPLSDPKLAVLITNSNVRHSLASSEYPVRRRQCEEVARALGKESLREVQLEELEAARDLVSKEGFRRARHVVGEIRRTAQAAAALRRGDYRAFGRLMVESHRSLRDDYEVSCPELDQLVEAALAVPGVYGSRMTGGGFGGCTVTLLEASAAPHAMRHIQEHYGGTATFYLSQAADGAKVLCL
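Kinase-Glo Plus luminescence measured ATP left after a 1 h room-temperature reaction. The reaction used 5 nM GALK, 100 uM galactose and 35 uM ATP at pH 8.0 (20 mM HEPES, 5 mM MgCl2, 60 mM NaCl, 1 mM DTT, 0.01% BSA).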
B2AR arrestin = qHTS assay of beta-arrestin-biased ligands of beta2-adrenergic receptor. beta-arrestin recruitment to beta2AR, cell-based reporter. Potency, µM (highest dose often 46.1 µM), inactives show at the top dose activation, usual class: activators. actives 0.02% (n = 330,000). AID 492947, 2010;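 further: potency means the concentration at half of the fitted maximal effect; 0% = DMSO controls and full agonism = EC100 isoproterenol or metaproterenol; nearly all actives have a fitted effect of over 65% in size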
Giardia killer = Small Molecules that selectively kill Giardia lamblia: qHTS | Giardia lamblia trophozoite viability | activity change, % at 7.66 µM, hits read low | actives 0.15% (n = 340,000); in the data active means activity change below about -80%; inconclusive means between about -30% and that limit;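 further: parasites exposed to compound for two days anaerobically before the ATP read; on the % scale 0 is the no-effect control and ±100 the full control effect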
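ATP-content bioluminescence gauges trophozoite survival. Cells (100/well) receive compound and incubate anaerobically for 48 hrs at 37 deg C; detection reagent follows for 15-30 min at room temperature.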
FBPA coupling cs = qHTS Assay for Inhibitors of Fructose-1,6-bisphosphate Aldolase from Giardia Lamblia: Coupling assay counterscreen; coupling enzyme system counterscreen, AmpLite Red fluorescence; activity change, negative = inhibition, % at 58.2 µM, hits read low; actives 0.67% (n = 290,000); AID 2472, 2010; in the data active means activity change below about -30%; further: on the % scale 0 is the no-effect control and ±100 the full control effect
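Fluorescence at 525 nm excitation and 598 nm emission measured inhibition of the coupled detection system without aldolase. Compounds (at 57.5 uM final) were preincubated 10 min at room temperature with coupling enzyme reagent before a 20 min substrate/AmpLite Red step.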
Integrin act MD = qHTS for Activators of Integrin-Mediated Alleviation for Muscular Dystrophy | alpha7betagal myoblasts, beta-gal FDG fluorescence, 48 h | Potency, µM (titrated, usually from 38.3 µM), inactives show top-dose activation, actives largely listed as activators | actives 0.064% (n = 350,000);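 further: potency means the concentration at half of the fitted maximal effect; 100% = response of the positive control SU9516; nearly all actives have a fitted effect of over 60% in size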
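Alpha7betagal+/- myoblasts (passage 13) were plated 16-24 hr, then exposed to compounds (1:260 dilution of DMSO stock) for 48 hours at 37C. After MPER lysis, β-galactosidase reporter activity was read as FDG fluorescence (ex 480/em 540) after 30 minutes.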
Tb PFK inh = qHTS Assay to Find Inhibitors of T. brucei phosphofructokinase; ATP-dependent 6-phosphofructokinase (Trypanosoma brucei brucei), O15648; T. brucei PFK, ADP-Glo luminescence; Potency, µM (doses to about 57.5 µM), without a hit: at the highest dose activity, negative = inhibition, actives largely listed as inhibitors; actives 0.17% (n = 330,000); AID 485367, 2010;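 further: potency means the concentration at half of the fitted maximal effect; 0% = uninhibited 1x PFK enzyme wells and -100% = no-enzyme wells; nearly all actives have a fitted effect of over 60% in size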
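Activity is normalized to no-enzyme wells (full inhibition) and 1.25 nM enzyme wells (no inhibition). Reaction: 0.5 mM F6P, 0.1 mM ATP, 45 min RT, ADP-Glo luminescence; concentration-response curves fitted and classed by quality.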
S-ASM inh = Inhibitors of Secretory Acid Sphingomyelinase (S-ASM): qHTS. Sphingomyelin phosphodiesterase (Homo sapiens), P17405. placental ASM, HMU-PC fluorogenic substrate, 60 min. Potency, µM (doses to about 57.5 µM), inactives show top-dose activity change, negative = inhibition, actives largely listed as inhibitors. actives 0.006% (n = 340,000). AID 504937, 2011; further: potency means the concentration at half of the fitted maximal effect
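Human placenta-derived ASM preincubated with compound 10 min at room temperature, then reacted with 9 uM (final) fluorogenic HMU-PC substrate for 60 min at 37 C. Stop solution raises pH to 10; fluorescence read at Ex 386/Em 447 nm.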
Chronic BCR inh = qHTS Assay to Find Inhibitors of Chronic Active B-Cell Receptor Signaling; ABC-DLBCL IkBa-CBG/CBR reporter, luminescence ratio, 4 h; Potency, µM (highest dose often 46.1 µM), for the others: top-dose ratio change, negative = lower green/red ratio, usual class: inhibitors; actives 0.05% (n = 340,000); AID 493014, 2011; active means well fitted inhibition curve with a large enough effect in the signal ratio, with a control signal flat, not every such curve was filed as active; inconclusive means small, poorly fitted or top-dose-only effect, or effect the other way, or a change in a side signal; the % refers to the signal ratio;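 further: potency means the concentration at half of the fitted maximal effect; plate controls were basal doxycycline-induced cells for no effect and cells given 10 µM MG132 for full effect; MG132 reads +100%, hits lower the ratio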
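Doxycycline induced both beetle luciferases in TMD8 lymphoma cells; IKK-driven degradation limits the IkappaBalpha-fused green signal, while red luminescence normalises for cell number and nonspecific effects. Compounds tested up to 46 uM, 4 hrs.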
Active calls of the source: *; ? = inconclusive; . = no result given; [ ] = another dose, or the depositor's remark. Unless noted, the call rests on the fitted dose curve; in most records, active means well fitted curve in the direction sought with a large enough effect; inconclusive means small, poorly fitted or top-dose-only effect, or another doubt; inactive means no such curve, though single readings can be large; an effect the other way counts as inactive or inconclusive. A portion of the library; the hit share may differ from the screen's.

SMILES	Menin MLL FP TR	TSG101-PTAP inh	PKM2 act	GALK inhibitor	B2AR arrestin	Giardia killer	FBPA coupling cs	Integrin act MD	Tb PFK inh	S-ASM inh	Chronic BCR inh
O=C(NCC(=O)N1CCC2(CC1)NCCc1[nH]cnc12)c1ccc2ccccc2c1	.	-4%	.	-2%	3.7%	2	.	-15%	1%	-3%	4%
O=C(Cc1ccccc1F)c1ccc(O)cc1O	13%	-3%	0%	0%	-1.0%	-23	11	-12%	2%	-3%	?
Nc1nc(SCc2ccccc2)n[nH]1	.	-1%	-6%	0%	-1.1%	-13	-1	-15%	-3%	-2%	-13%
Cc1nc(NC2=NCN(Cc3ccc4c(c3)OCO4)CN2)nc2ccccc12	4%	.	-8%	0%	-0.3%	.	0	.	-3%	.	4%
COc1ccc(-c2noc(N3CCC(C(=O)Nc4cc(OC)ccc4OC)CC3)n2)cc1	-27%	-2%	5%	.	0.0%	11	-2	-16%	0%	?	-1%
COc1ccc(C2C(C(=O)O)CC(=O)N2c2ccc(OC)cc2)cc1 (stereo not drawn)	8%	-2%	-3%	0%	-0.1%	-5	4	8%	1%	-1%	-6%
Cc1ccnc(NC(=S)NC(=O)c2cncc(Br)c2)c1	11%	0%	-9%	0%	-1.5%	-19	-1	-4%	4%	5%	?
COc1cccc(C(=O)Oc2c(Br)cc(Br)cc2/C=N/NC(=O)c2cc(C)[nH]n2)c1	-1%	-3%	6%	1%	0.0%	-5	-9	6%	-1%	-19%	?
Cc1cc(OCC(F)(F)C(F)(F)C(F)(F)C(F)F)nc(N)n1	-18%	-8%	0%	-3%	-0.8%	-8	.	-18%	-3%	1%	9%
Nc1cc(=O)[nH]c(SCC(=O)Nc2ccc(N3CCCCC3)cc2)n1	.	-9%	.	.	-0.6%	0	.	8%	-25%	1%	-1%
CCOC(=O)c1cnc2c(-c3ccc(Cl)cc3)c(C)nn2c1N	-9%	0%	-1%	-2%	0.1%	6	0	0%	1%	5%	-8%
CCC(C)NC(=O)C1CCN(S(=O)(=O)c2ccc(Br)s2)CC1 (stereo not drawn)	-9%	-3%	-11%	.	-4.2%	-3	2	-4%	1%	-2%	1%

Molecules listed so far that have fluorine (2):
SMILES	Menin MLL FP TR	TSG101-PTAP inh	PKM2 act	GALK inhibitor	B2AR arrestin	Giardia killer	FBPA coupling cs	Integrin act MD	Tb PFK inh	S-ASM inh	Chronic BCR inh
O=C(Cc1ccccc1F)c1ccc(O)cc1O	13%	-3%	0%	0%	-1.0%	-23	11	-12%	2%	-3%	?
Cc1cc(OCC(F)(F)C(F)(F)C(F)(F)C(F)F)nc(N)n1	-18%	-8%	0%	-3%	-0.8%	-8	.	-18%	-3%	1%	9%

The listing continues:
SMILES	Menin MLL FP TR	TSG101-PTAP inh	PKM2 act	GALK inhibitor	B2AR arrestin	Giardia killer	FBPA coupling cs	Integrin act MD	Tb PFK inh	S-ASM inh	Chronic BCR inh
Clc1ccc(CN2CCSCC2)cc1Cl	-2%	-2%	-20%	4%	-1.1%	4	0	-24%	-16%	6%	-1%
CCC(CC)CN1C(N(C)C)=NC[C@@H]1CC(C)C	.	-4%	.	.	-0.1%	28	.	-38%	-7%	2%	0%
COc1ccc(C(CNC(=O)COc2cc(C)c(Cl)c(C)c2)N2CCCCC2)cc1 (stereo not drawn)	?	3%	2%[0.46 µM]	5%	-0.2%	23	-5	7%	1%	-1%	-5%
CCC(=O)N(Cc1ccc2c(c1)OCO2)Cc1cc2cc(OC)ccc2[nH]c1=O	4%	-6%	6%	5%	-0.7%	-5	-11	-31%	2%	17%	-2%
COc1ccc(N2CCN(C(=O)CSc3ccc([N+](=O)[O-])cc3)CC2)cc1	4%	0%	2%	2%	-0.1%	-5	-1	6%	-3%	-9%	0%
COCCN(C)C(=O)CCc1nnc(Cc2ccc(-c3ccccc3)cc2)o1	-21%	-4%	-3%	-3%	-0.8%	-2	1	9%	-1%	0%	?
Cc1cccc(N2CCN(C(=O)c3ccccc3SCC(=O)N3CCCC3)CC2)c1C	.	1%	.	.	-0.1%	38[activator]	.	-19%	-7%	-1%	-2%
CN1CCN(C2=C(NS(=O)(=O)c3ccccc3)C(=O)c3ccccc3C2=O)CC1	-1%	-8%	0%[0.46 µM]	3%	-0.3%	-1	-46*	-13%	-1%	6%	?
CC1CCCN(C(=O)COC(=O)CSc2ccc(C(N)=O)cc2[N+](=O)[O-])C1 (stereo not drawn)	.	-5%	.	.	-1.5%	-1	.	18%	0%	1%	-1%
CC(C)N(C(=O)Cn1c(SCC(=O)NCc2ccc3c(c2)OCO3)nc2ccccc21)C(C)C	-10%	2%	-5%	1%	-0.2%	-13	1	9%	-2%	-1%	-7%
CCOC(=O)c1c(-c2ccc(OC)cc2)csc1/N=C/N(C)C	-1%	0%	3%	4%	0.1%	15	0	36%	2%	-1%	?
O=C(c1ccc(S(=O)(=O)N2CCCCC2)cc1)N1CCN(Cc2ccc3c(c2)OCO3)CC1	-28%	3%	5%	15%	0.2%	1	-5	-23%	1%	-4%	-4%
CCOC(=O)C1=C(N)c2ccccc2CC1C(C)C (stereo not drawn)	0%	-1%	0%	1%	-0.2%	-2	-5	-20%	3%	-6%	2%
CCN1CCN(C(=O)c2cccc(OC3CCN(S(=O)(=O)N(C)C)CC3)c2)CC1	.	-1%	-10%	1%	-0.1%	10	.	-11%	-1%	-2%	2%
Cc1ccc(N=Nc2ccc(O)c(P(=O)(c3ccccc3)c3ccccc3)c2)cc1	.	1%	-2%	0%	0.3%	-3	4	?	-1%	?	-3%
Cc1ccc(NC(=O)COC(=O)[C@H](C)N2C(=O)C3CC=CCC3C2=O)cc1S(=O)(=O)N(C)C (stereo partly drawn)	0%	0%	2%	2%	0.0%	-9	4	20%	-4%	1%	1%
Cc1ccc(OCCSc2ncnc3sc(C)c(C)c23)cc1C	0%	2%	-4%	0%	0.2%	4	-1	-7%	2%	-2%	-9%
CC(CCc1ccccc1)NC(=O)c1cccc([N+](=O)[O-])c1 (stereo not drawn)	8%	-1%	-3%	.	2.2%	5	7	16%	0%	3%	6%
COc1ccc(C(=O)CSc2ccc(-c3ccc(C)cc3)nn2)cc1	13%	-2%	-5%	0%	0.3%	-28	-8	9%	-6%	-2%	0%
Cn1c(=O)c2c(ncn2CCOc2ccc(F)cc2)n(C)c1=O	16%	-5%	5%	-2%	0.3%	2	1	-20%	-1%	6%	-2%
NC(=O)c1ccccc1NC(=O)CSc1nc2c(c(=O)[nH]1)CCCC2	2%	-1%	17%	2%	-0.1%	16	0	-55%[inhibitor]	-2%	-6%[11.5 µM]	-10%
CNC(=O)c1nnn(Cc2ccccc2)c1NC(C)=O	2%	-5%	15%	2%	-0.1%	15	1	-5%	-1%	2%	4%
O=C(NCCCl)Nc1cc([N+](=O)[O-])ccc1Cl	0%	-4%	8%	13%	-0.1%	13	0	32%	0%	0%	0%
